Pin1 inh – qHTS Assay to Find Inhibitors of Pin1 | Potency, µM (doses to about 115 µM), for the others: at the top dose activity, negative = inhibition, most hits filed as inhibitors | Peptidyl-prolyl cis-trans isomerase NIMA-interacting 1 (Homo sapiens), Q13526 | hit rate 0.009% among 390,000 | Pin1 FP peptide displacement, HiFluor488, 10 min | AID 504891, 2011; active = well fitted inhibition curve with a large enough effect in the polarisation, with a control signal flat, not every such curve was filed as active; inconclusive = small, poorly fitted or top-dose-only effect, or effect the other way, or a change in a side signal; inactive = no such curve, though single readings can be large or run the other way; the % refers to the polarisation; also: potency is read from the fitted curve at half-maximal effect; % is scaled to controls: 0 for no effect and ±100 for the full control effect
Pol eta inh – qHTS for Inhibitors of Polymerase Eta; DNA polymerase eta (Homo sapiens), Q9Y253; recombinant Pol eta, fluorescent DNA replication assay; Potency, µM (top dose mostly 114 µM), without a hit: at the top dose activity change, negative = inhibition, actives largely listed as inhibitors; hit rate 1.2% among 390,000; AID 588591, 2011; also: potency is read from the fitted curve at half-maximal effect; % is scaled to controls: 0 for no effect and ±100 for the full control effect
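Pol eta at 10 nM preincubated with compounds 15 min at room temperature; reaction started with fluorescent substrate (50 nM final) and read kinetically at 0 and 10 min.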
PI4K2A inh – qHTS for small molecular inhibitors of PI4K2A; purified PI4K2A, ADP-Glo luminescence, 1 h; active compounds read low; activity change, negative = inhibition, % at 76.9 µM; hit rate 0.13% among 420,000; AID 1346378, 2018; in the data active = activity change below about -50%; inconclusive = mostly about -30% to -49%;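 also: -100% = wells without enzyme as full effect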
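In this quantitative HTS, ADP production by PI4K2A was quantified luminescently after 1 h at ambient temperature; 100 microM adenosine served as plate-quality control.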
HP1b binding inh – HTS for Inhibitors of HP1-beta Chromodomain Interactions with Methylated Histone Tails | Chromobox protein homolog 1 (Homo sapiens), P83916 | Potency, µM (titrated, usually from 114 µM), without a hit: top-dose activity change, negative = inhibition, most hits filed as inhibitors | AlphaScreen HP1-beta / biotin-H3K9me3 peptide binding | hit rate 0.56% among 390,000; also: potency is read from the fitted curve at half-maximal effect; nearly all actives have a fitted effect of over 70% in size; inactives centre near 23
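HP1-beta protein (50 nM final) preincubated 30 min at room temperature with biotinylated H3(1-18)K9me3 peptide (50 nM) in PBS pH 7.4, 0.01% Tween-20, then compound added for 30 min. AlphaScreen streptavidin donor/nickel chelate acceptor beads (10 ug/mL final), 30 min dark, luminescence read.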
GLS inhibitor – qHTS for Inhibitors of Glutaminase (GLS); Glutaminase kidney isoform, mitochondrial (Homo sapiens), O94925; GLS enzymatic activity, qHTS titration; Potency, µM (titrated, usually from 45.5 µM), inactives show at the top dose activity change, negative = inhibition, hits mostly inhibitors; hit rate 0.21% among 410,000; AID 624170, 2012; also: potency is read from the fitted curve at half-maximal effect; % is scaled to controls: 0 for no effect and ±100 for the full control effect
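Human kidney-isoform GLS in 45 mM KH2PO4 pH 8.2, 0.02% Tween-20, with compound, started with 1mM L-Glutamine (added stock). Glutamate oxidase/HRP/Amplex red coupled fluorescence read at start and after 30 min at RT.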
PGK inhibitor – qHTS Assay to Find Inhibitors of Phosphoglycerate Kinase. hit rate 0.043% among 380,000. PGK/GAPDH coupled, Kinase-Glo luminescence, 60 min. Potency, µM (doses to about 57.5 µM), inactives show at the highest dose activity change, negative = inhibition, actives largely listed as inhibitors; also: potency is read from the fitted curve at half-maximal effect; % is scaled to controls: 0 for no effect and ±100 for the full control effect; nearly all actives have a fitted effect of over 60% in size
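Recombinant glycosomal PGK reaction used 1,3-bisphosphoglycerate generated in-well by GAPDH (100nM final) in 100mM TEA pH 7.6, 5mM MgCl2, 0.01% Tween-20. After 60 minutes at room temperature, ATP was read by Kinase-Glo Plus luminescence end-point.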
JMJD2A Tudor inh – qHTS Assay for Inhibitors of JMJD2A-Tudor Domain; hit rate 4.4% among 390,000; AlphaScreen JMJD2A-Tudor / H3K4me3 peptide binding; Potency, µM (highest dose often 114 µM), for inactives: at the highest dose activity change, negative = inhibition, actives largely listed as inhibitors; Lysine-specific demethylase 4A (Homo sapiens), O75164; also: potency is read from the fitted curve at half-maximal effect; % is scaled to controls: 0 for no effect and ±100 for the full control effect; nearly all actives have a fitted effect of over 50% in size
Target sequence (O75164 whole entry, looked up, the tested form may be a part): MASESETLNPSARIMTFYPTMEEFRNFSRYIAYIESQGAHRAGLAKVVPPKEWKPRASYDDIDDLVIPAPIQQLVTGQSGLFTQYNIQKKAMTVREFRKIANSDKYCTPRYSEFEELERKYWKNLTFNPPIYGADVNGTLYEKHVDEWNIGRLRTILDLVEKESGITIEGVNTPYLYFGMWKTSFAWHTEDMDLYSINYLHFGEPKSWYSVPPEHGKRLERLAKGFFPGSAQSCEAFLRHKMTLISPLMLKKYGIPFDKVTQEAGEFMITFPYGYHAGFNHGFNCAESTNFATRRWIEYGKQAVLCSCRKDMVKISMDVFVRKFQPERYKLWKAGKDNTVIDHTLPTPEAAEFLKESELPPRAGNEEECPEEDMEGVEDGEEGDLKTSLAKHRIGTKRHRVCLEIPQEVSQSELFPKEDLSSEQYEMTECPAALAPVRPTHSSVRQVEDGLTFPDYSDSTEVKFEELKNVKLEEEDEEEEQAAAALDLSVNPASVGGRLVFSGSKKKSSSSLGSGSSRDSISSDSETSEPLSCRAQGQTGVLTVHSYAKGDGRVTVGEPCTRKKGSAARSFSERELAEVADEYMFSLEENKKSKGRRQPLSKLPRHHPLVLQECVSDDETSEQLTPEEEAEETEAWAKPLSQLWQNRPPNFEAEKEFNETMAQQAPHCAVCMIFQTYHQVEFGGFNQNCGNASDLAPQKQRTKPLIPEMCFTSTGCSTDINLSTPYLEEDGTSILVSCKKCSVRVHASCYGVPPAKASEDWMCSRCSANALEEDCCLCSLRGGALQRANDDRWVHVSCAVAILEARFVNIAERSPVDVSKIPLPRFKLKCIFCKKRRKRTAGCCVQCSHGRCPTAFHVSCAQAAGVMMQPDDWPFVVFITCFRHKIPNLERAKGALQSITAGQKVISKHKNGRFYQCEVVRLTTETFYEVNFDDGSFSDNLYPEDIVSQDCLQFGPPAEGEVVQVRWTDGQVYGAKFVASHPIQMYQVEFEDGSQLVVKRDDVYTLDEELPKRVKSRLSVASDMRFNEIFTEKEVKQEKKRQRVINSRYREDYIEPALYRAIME
G9a inh – qHTS Assay for Inhibitors of Histone Lysine Methyltransferase G9a | G9a H3K9 monomethylation, AlphaScreen, 2 h | Potency, µM (series often up to 102 µM), for the others: top-dose activity, negative = inhibition, hits mostly inhibitors | hit rate 8.8% among 350,000 | AID 504332, 2011; also: potency is read from the fitted curve at half-maximal effect; % is scaled to controls: 0 for no effect and ±100 for the full control effect; nearly all actives have a fitted effect of over 75% in size
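Chemiluminescent proximity detection of H3K9 monomethylation, read after 10 min bead incubation in the dark. Reaction: 20 nM G9a, 500 nM biotin-H3K9 peptide, 20 uM SAM cofactor, 2 h, room temperature, following 15 min enzyme-compound preincubation.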
BAZ2B inh – qHTS Assay for Inhibitors of BAZ2B | Bromodomain adjacent to zinc finger domain protein 2B (Homo sapiens), Q9UIF8 | AlphaScreen BAZ2B-H3K14Ac peptide displacement | Potency, µM (titrated, usually from 114 µM), for the others: at the top dose activity change, negative = inhibition, hits mostly inhibitors | hit rate 4.4% among 360,000 | AID 504333, 2011; also: potency is read from the fitted curve at half-maximal effect; % is scaled to controls: 0 for no effect and ±100 for the full control effect; nearly all actives have a fitted effect of over 60% in size
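Inhibition is scored as reduced AlphaScreen emission. The BAZ2B/b-H3(5-23)K14Ac complex (50 nM each) in PBS pH 7.4, 0.01% Tween-20 meets compound (up to 110 uM) for 30 min at RT before bead addition.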
Starred values were filed as active, the others as inactive; i = inactive; ? = inconclusive; nt = no result given; & = joins results of further samples; [ ] = another dose, or the depositor's remark. Unless noted, calls follow the shape of the dose curve; as a rule, active = well fitted curve in the direction sought with a large enough effect; inconclusive = small, poorly fitted or top-dose-only effect, or another doubt; inactive = no such curve, though single readings can be large; an effect the other way counts as inactive or inconclusive. The list is partial; count on the stated rates, not on these rows.

SMILES	Pin1 inh	Pol eta inh	PI4K2A inh	HP1b binding inh	GLS inhibitor	PGK inhibitor	JMJD2A Tudor inh	G9a inh	BAZ2B inh
O=C(c1ccccc1-c1ccccc1)N1CCCC1	-1.1%	-1.6%	-1.2	34.8%	11.8%	5.9%	-3.5%	8.6%[12.7 µM]	-2.3%
CCN(CC)CCCn1c(C)cc2c(c1=O)C(c1ccccc1)C(C#N)=C(N)O2 (centres undefined)	-1.2%	-3.8%	16.4	12.0%	17.3%	-8.4%	-2.7%	20.7%[59 µM]	3.0%
O=C1Nc2ccccc2S/C1=C/Nc1cccc(Cl)c1	?	2.1%	-5.9	?	nt	i	-5.3%	44.0%[12.7 µM]	-6.1%
O=C(OCC(=O)N1CCN(c2ccccc2)CC1)c1ccccc1OC(F)F	-4.2%	-5.5%	-2.2	4.5%	14.8%	-5.5%	-28.1%	18.6%[2.33 µM]	3.6%
O=C(COC(=O)C1CCCCC1)NCc1ccc(Cl)cc1	-9.4%	?	-0.5	4.7%	-10.6%	-8.4%	-4.2%	nt	nt
Cc1cccc(C(=O)Nc2ccccc2SCC(=O)Nc2ccc(C)c(Cl)c2)c1	7.8%	-12.6%	-2.4	15.1%	3.0%	-4.4%	-5.9%	3.2%	-0.8%
O=C(CCCSc1nc2ccccc2[nH]1)N1CCN(c2ccc([N+](=O)[O-])cc2)CC1	-4.5%	-5.3%	-4.5	8.8%	-5.0%	-8.3%	-25.0%	?	-6.0%
C/C(N)=C(/C#N)C(=O)CSc1ccc2c(c1)OCCO2	0.6%	-21.1%	-4.6	1.9%	1.7%	-11.4%	4.1%	20.8%[2.33 µM]	4.5%
COC(=O)C1C(=O)C=C(Nc2ccc(F)cc2)CC1c1ccc(OC)cc1 (centres undefined)	3.5%	-17.9%	10.6	26.0%	-2.9%	0.4%	0.3%	21.1%[59 µM]	-0.6%
CCCC1CCC(c2ccc(C(N)=O)cc2)CC1 (centres undefined)	1.7%	-0.7%	3.1	4.4%	-1.1%	6.6%	-2.4%	27.1%	-4.9%
CC1Nc2ncnc(N3CCOCC3)c2N(Cc2ccc(Cl)cc2)C1=O (centres undefined)	6.5%	-12.5%	-1.5	32.2%	9.2%	3.2%	-27.9%	-40.8%[12.7 µM]	-1.8%
CN(C)CCN(Cc1cccs1)c1ccccn1	-2.3%	3.2%	6.2&0.5&2.9	14.3%	26.8%&53.4%	i	-15.8%	-9.0%[59 µM]	7.1%
COC(=O)C1=C(O)/C(=C/c2ccc(OCC(=O)Nc3ccc(OC)cc3)cc2)N=C1C	nt	-22.2%	7.0	nt	-4.9%	-3.7%	nt	nt	nt
COc1ccccc1CCNC(=O)C(=O)NCC(c1cccs1)S(=O)(=O)c1ccc(F)cc1 (centres undefined)	22.0%	-16.7%	-2.6	36.0%	-5.1%	6.6%	-9.1%	-1.9%[59 µM]	2.6%
Cc1ccc2[nH]c(=O)c(CN(CCCO)C(C)c3nnnn3Cc3ccco3)cc2c1 (centres undefined)	8.4%	-16.0%	-1.4	17.1%	-6.7%	i	-10.7%	-3.3%	-22.6%
O=C(COC(=O)c1ccccc1[N+](=O)[O-])NCCCc1ccccc1	-0.1%	-3.8%	2.3	20.9%	-1.7%	3.8%	-21.4%	9.4%	-1.9%
CCN(CC)CCOCCOC(=O)C(CC)(CC)c1ccccc1	-12.0%	1.3%	-2.1	-7.6%	-6.5%	2.8%	?	nt	7.0%
CCOC(=O)/C=C(\C)Sc1cc(O)c2ccccc2c1O	?	28.2µM*	?	7.94µM*	-15.0%	nt	7.94µM*	2.51µM*	28.2µM*
CC(C(=O)NCc1cccc(Cl)c1)N1C(=O)c2ccccc2C1=O (centres undefined)	-8.4%	-4.1%	-2.3	13.8%	-8.5%	-5.0%	-2.8%	-3.1%	7.9%
COc1cccc(/C=C/C(=O)OCC(=O)NCc2ccco2)c1OC	2.6%	-12.3%	0.1	20.6%	-10.4%	i	-12.5%	2.1%[59 µM]	-4.2%
CCOc1ccc(NC(=O)CN(C)C(=O)CSCc2c(C)noc2C)cc1OCC	0.9%	-5.5%	1.9	-24.1%	-4.6%	-13.6%	-20.7%	?	1.6%
Cc1cc(C)c(S(=O)(=O)N2CCN(C(=O)N(C)C)CC2)c(C)c1	-6.2%	-11.7%	-6.9	0.5%	-0.6%	-2.0%	7.7%	nt	?
CCCN(CCC)CC(O)COc1ccc([N+](=O)[O-])cc1 (centres undefined)	-0.1%	6.3%	3.5	24.5%	14.1%	4.0%	-8.4%	-27.0%[59 µM]	-0.1%
COc1cccc(-c2nc(N3CCN(C)CC3)c3ccccc3n2)c1O	2.6%	-10.4%	3.3	-4.6%	35.0%	-1.5%	?	?	?
CC(C)OCCCn1c(=NC(=O)c2ccncc2)c(C#N)cc2c(=O)n3ccccc3nc21	2.9%	-2.1%	-4.2	35.0%	-0.4%	-0.7%	-7.7%	?	2.9%

An excerpt from above, limited to HP1b binding inh and BAZ2B inh:
Structure	HP1b binding inh	BAZ2B inh
O=C(c1ccccc1-c1ccccc1)N1CCCC1	34.8%	-2.3%
CCN(CC)CCCn1c(C)cc2c(c1=O)C(c1ccccc1)C(C#N)=C(N)O2 (centres undefined)	12.0%	3.0%

Next section
SMILES	Pin1 inh	Pol eta inh	PI4K2A inh	HP1b binding inh	GLS inhibitor	PGK inhibitor	JMJD2A Tudor inh	G9a inh	BAZ2B inh
COc1cc(CN2CCC(C(=O)N3CCN(c4ccccc4F)CC3)CC2)cc(OC)c1OC	-1.7%	2.8%	2.0	?	-3.4%	-5.3%	2.51µM*	25.1µM*	50.1µM*
Cn1c(=O)[nH]c(=O)c2c1nc(Sc1ncccn1)n2CCCc1ccccc1	-0.6%	0.4%	-7.0	19.0%	1.0%	15.4%	-12.2%	?	9.7%
Cc1ccc(NC(=O)c2nnn(CC(=O)Nc3ccc4c(c3)OCO4)c2N)cc1C	-2.7%	-7.8%	0.1	24.4%	-2.3%	-9.9%	-23.0%	3.0%	-25.0%
O=C(CNC(=O)c1ccc(Br)o1)NCc1ccc(Cl)cc1Cl	-5.1%	-19.9%	-3.7	37.8%	-4.0%	2.6%	-11.7%	8.0%	-15.5%
CC(C)CNC(=O)CCSc1nc(-c2ccc3c(c2)OCO3)cc(C(F)(F)F)n1	6.1%	-6.6%	-2.2	44.2%[activator]	6.6%	-12.8%	-0.7%	-4.4%[59 µM]	-4.8%
C=C(C)CSc1nnc([C@@H](NC(=O)OC(C)(C)C)C(C)CC)o1 (some centres undefined)	-1.7%	-17.2%	-2.6	79.1%[activator]	-21.7%	-8.7%	9.8%	26.5%	5.2%
COc1cc(C(=O)OCn2nnc3ccccc3c2=O)cc(OC)c1OC	-0.2%	-2.3%	10.1	-1.2%	5.1%	i	-7.0%	9.7%[12.7 µM]	3.1%
O=C(C1=C[C@@H](c2ccccc2)C[C@@H](OCc2ccc(CO)cc2)O1)N1CCCCCCC1	0.9%	-5.8%	0.3	28.4%	8.3%	-8.8%	-22.5%	-32.7%[59 µM]	-23.1%
Cn1c(COc2ccc3ccccc3c2)nnc1SCC(=O)OC1CCCCC1	-0.2%	-15.5%	-8.6	7.0%	15.1%	-6.4%	-12.5%	19.9%[59 µM]	6.4%
Oc1ccc(N2CCN(Cc3ccc(OCCCN4CCCCC4)cc3)CC2)cc1	-0.3%	-1.0%	-8.1	39.8µM*	14.7%	5.0%	50.1µM*	10µM*	10µM*
CCNC(=S)Nc1ccc(-c2nc3ccccc3[nH]2)cc1	-0.8%	-17.6%	0.0	33.4%	-7.0%	-4.2%	-4.3%	-42.2%	-0.1%
O=C(O)Cc1ccccc1C(=O)O	-0.7%	-18.6%	-0.3	36.8%	-2.5%	0.1%	-15.0%	7.8%[59 µM]	-4.1%
COc1cccc(NC(=O)c2ccc3c(c2)OCO3)c1	6.2%	5.7%	-19.1	19.3%	-0.3%	-29.1%	?	?	?
COC(=O)CSc1nc(-c2ccc(F)cc2)cc(C(F)(F)F)n1	-14.1%&6.4%	-17.5%&-14.1%	2.4&3.1	144.4%&40.1%[activator]	4.1%&0.6%	-1.5%&-4.3%	6.9%&51.9%	-14.5%&4.8%[59 µM]	-37.4%&90.1%
CCOC(=O)c1c(C)c(C(=O)NCc2ccc3c(c2)OCO3)c(C)n1CC	-0.6%	-9.0%	1.8	17.7%	0.3%	13.9%	-7.6%	11.2%	-9.1%
O=C(NCc1ccco1)c1ccc(Cl)cc1[N+](=O)[O-]	-2.7%	?	-1.5	23.8%	0.1%	-9.8%	-17.1%	23.2%[0.501 µM]	-14.6%
CN(c1ccccc1C(=O)NCc1ccccn1)S(C)(=O)=O	-4.1%	6.2%	-2.4	39.7%[activator]	-7.1%	-1.4%	-4.3%	-0.2%[12.7 µM]	3.2%
Cc1occc1C(=O)Nc1cccnc1	3.1%	-10.8%	7.0	31.1%[activator]	10.9%	11.9%	-6.9%	?	-8.0%

Compound activity as filed in PubChem BioAssay.
